# Bioassay records deposited in PubChem by Vanderbilt High Throughput Screening Facility.
# Cav3 T inh – inhibitors of human Cav3.2 T-type calcium channel. Cav3.2-expressing cells, Fluo-4 calcium fluorescence FDSS; active compounds read low. AID 449739. actives 4% (n = 100,000). B-score at 10 µM;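 active = single-dose well whose peak fluorescence ratio is a statistical outlier from its plate by either plate-standardised score or position-corrected B-score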
# The depositor's hits bear a star. Only part of the results is shown; the hit share may differ from the screen's.
No.	compound	Cav3 T inh
1	Cn1cnnc1SCCC(=O)Nc1ccccc1	0.056
2	O=C(CSc1nnc(Cc2cccs2)n1Cc1ccco1)Nc1cc(Cl)cc(Cl)c1	-4.3*
3	C#CCNC(=O)C1=C[C@H](c2csc3ccccc23)C[C@H](OCc2ccc(CO)cc2)O1	-1.5
4	CCOc1ccc(N(CC(=O)NCC2CCCO2)S(=O)(=O)c2ccc(Cl)cc2)cc1 (stereo unspecified)	0.35
5	Cn1nnnc1SCc1csc(Nc2ccccc2)n1	1.2
6	COc1cccc(C(=O)Nc2ccc3c(c2)C(=O)N(CCC(=O)O)C3=O)c1	0.23
7	CCOC(=O)CCCCC(=O)c1[nH]c(=O)[nH]c1CSc1nc2ccccc2[nH]1	0.22
8	CCc1nc(SCc2cccnc2)[nH]c(=O)c1C	-0.051
9	CCOC(=O)c1cc(C#N)c(N)nc1C	-0.27
10	CCCn1nnc2ccccc2c1=O	0.63
11	Cn1c(CNc2nc3ccccc3n2CCN2CCCCC2)nc2ccccc21	0.93
12	CC(=O)NC1C(=O)Nc2c1cccc2C(F)(F)F (stereo unspecified)	0.63
13	COc1cc2c(cc1OC)C(C)=NCC2	0.33
14	CCOC(=O)C(Sc1n[nH]c(N)n1)c1ccccc1 (stereo unspecified)	-0.014
15	CCNC(=O)NC(=O)C(C)Sc1nnc(COc2ccccc2Cl)o1 (stereo unspecified)	-1.4
16	Cc1cc(N)n(-c2ncnc3scc(-c4ccc(Cl)cc4)c23)n1	-2.8
17	O=c1c2cc(N3CCOCC3)ccc2[nH]c(=S)n1CCCN1CCCCC1	-0.5
18	Cn1nnc(NC(=O)CSc2ccc(Cl)cc2)n1	-0.11
19	COc1ccc(CNC(=O)Cn2cc3c(n2)CCCCC3)cc1	0.26
20	CC(=O)Nc1ccc(NCN2C(=O)C3C4CCC(C4)C3C2=O)cc1 (stereo unspecified)	-0.17
21	O=C(NCc1ccc(F)cc1)c1cnn2ccccc12	0.82
22	Cc1cc(=O)n(CCc2ccccc2)c(O)c1C#N	0.34
23	Cc1ccc2cc(CCNC(=O)c3ccc4c(c3)OCO4)c(=O)[nH]c2c1	0.45
24	Cc1cc2n(c(=O)c1C#N)CCCN2c1cccc(Cl)c1	1.5
25	Cc1ccnc(NC(=O)c2ccc(N3C(=O)CCC3=O)cc2)c1	0.88
26	Cc1cc(OCc2nn[nH]n2)c2c(C)c(CC(=O)O)c(=O)oc2c1	1
27	CN1CCN(C(=O)C2=C[C@@H](c3ccccc3)C[C@@H](OCc3ccc(CO)cc3)O2)CC1	1.1
28	CC1=CC(=C2N=C(c3ccccc3)OC2=O)C=C(C)O1	-0.66
29	O=C(O)CCCC(=O)Nc1ccccc1-n1ccnc1	-0.14
30	Cc1ccc(CNC(=O)c2ccccc2CCc2ccccc2)cc1	0.14
31	CN1C=CC=C/C1=C1\SC(=S)N(C2CCCCC2)C1=O	0.43
32	Cc1cc(C)nc(NS(=O)(=O)c2ccc(NC(=O)Cn3c(=O)oc4ccccc43)cc2)n1	-0.032
33	CCn1c(Cc2ccccc2)nnc1SCC(=O)N1CCCCC1	0.48
34	C#CCSc1nnc(-c2ccc(OC)cc2)o1	0.14
35	Cc1nc(C(=O)Nc2ccc(F)cc2)nn1-c1ccc([N+](=O)[O-])cc1	0.11
36	Oc1ccccc1OCc1nc2ccccc2s1	-3.6
37	N#Cc1ccc(Oc2ccc(/C=N/O)cn2)cc1	0.35
38	O=P(CCN1CCCCC1)(c1ccccc1)c1ccccc1	0.92
39	COc1ccnc(Oc2ccc(C)cc2C)c1C#N	0.38
40	Cc1cc(-c2csc(NC(=O)c3cc4ccccc4o3)n2)c(C)n1C	-0.55
41	Nc1ccc(Nc2ccccc2N)cc1	0.32
42	Cc1ccc(NC(=O)c2cccc3c2C(=O)N(C2CCCCC2)C3)cc1	-0.76
43	O=C(c1ccccc1-c1nc(-c2ccc(Cl)cc2)no1)N1CCCC1	-2.2
44	COc1ccc(C)cc1S(=O)(=O)N(CC(=O)Nc1cccc([N+](=O)[O-])c1)c1cc(C)cc(C)c1	-0.92
45	COc1ccc(OC)c(S(=O)(=O)n2cnc3cc(C)c(C)cc32)c1	0.2
46	CCCSc1nnc(CN2CCOCC2)n1C	0.98
47	C=CCn1c(SCCC)nc(O)cc1=O	0.8
48	CCc1ccc(NC(=O)CSc2nnc(Cc3cccn3C)n2-c2ccc(F)cc2)cc1	-4.1*
49	CCOC(=O)N1CCN(C(=O)Cn2c(C)cc3ccccc3c2=O)CC1	1.9
50	CCn1c(=O)cc(OCC(=O)N(C)C2CCCCC2)c2ccccc21	0.48
51	O=C(CC12CC3CC(C1)CC(CC(=O)N1CCCC1)(C3)C2)N1CCCC1	0.065
52	CC(=O)c1c(N2CCCCC2)nc(=S)n(-c2ccccc2)c1C	0.06
53	CCCCNC(=S)NNC(=O)c1sccc1C	-0.041
54	CCC(=O)c1cc(F)c(N2CCN(S(=O)(=O)c3ccc(C)cc3)CC2)cc1C	-0.62
55	COc1ccc(NC(=O)CC2SC(=NCc3ccccc3OC)NC2=O)cc1 (stereo unspecified)	-1.9
56	Cc1cc(NC(=O)CN2C(=O)NC(Cc3ccccc3)C2=O)no1 (stereo unspecified)	0.19
57	Cc1cccc(Cn2ncc(Cl)c(Cl)c2=O)c1	1.4
58	CCCCOc1ccc(C(=O)N/C(=C\c2cccc([N+](=O)[O-])c2)C(=O)OC(C)C)cc1	-1.5
59	CSc1nnc2n(-c3ccc(C)cc3)c(=O)c3c4c(sc3n12)COC(C(C)C)C4 (stereo unspecified)	0.97
60	CC(C)(Oc1ccc(Cl)cc1)C(=O)OCn1nnc2ccccc2c1=O	-1

# Next part:
No.	compound	Cav3 T inh
61	CC(=O)C1=C(O)C(=O)N(Cc2cccnc2)C1c1ccccc1 (stereo unspecified)	0.85
62	Nc1nc2ccc(N3CCOCC3)cc2s1	-0.12
63	CC(C)CC(=O)NC(=S)Nc1ccc(NC(=O)c2cccs2)cc1	-1.1
64	O=C(NCC1CCCO1)c1cccs1 (stereo unspecified)	-0.017
65	O=c1c2cn[nH]c2[nH]c(=S)n1-c1ccccc1F	1.2
66	CCOC(=O)CSC(C)C(=O)Nc1nnc(C(C)C)s1 (stereo unspecified)	0.3
67	COc1ccc(OC)c(-c2cc(C(=O)NCc3ccco3)no2)c1	-0.53
68	Cc1ccc(SCC(=O)NCCSC(C)(C)C)cc1	0.013
69	Cc1ccc(NC(=O)N2CCOCC2)c(C)c1	1.1
70	O=C(NC1CCCCCCC1)c1c(O)c2ccccc2[nH]c1=O	-0.032
71	Cc1nn(Cc2ccc([N+](=O)[O-])cc2)c(=O)n1-c1ccccc1	-1.3
72	O=C(CSc1nc2ccccc2o1)Nc1cc(C(F)(F)F)ccc1N1CCOCC1	-1.4
73	COCCNC(=O)CCCCCNS(=O)(=O)c1ccc(C)cc1	-0.0039
74	COc1ccc(C(=O)Nc2ccc3c(c2)OCO3)cc1OC	-1.9
75	COc1ccc(S(=O)(=O)N(CCc2ccccc2)CC(=O)O)cc1	0.51
76	CC(C)=CC(=O)OCC(=O)Nc1nc(C)c(Cl)cc1Cl	0.012
77	CC(N=C(NS(=O)(=O)c1ccc(Cl)cc1)c1ccccc1)C(=O)O (stereo unspecified)	0.51
78	CCOC(=O)c1ccc(NCc2ccc(N(C)C)cc2)cc1	-0.036
79	CC1CCN(C(=O)CSc2nc3ccccc3[nH]2)CC1	-0.17
80	CC(=O)/C(C(=N)N1CCN(C(c2ccccc2)c2ccccc2)CC1)=C(\C)O	1.6
81	CN(CC(CC(=O)Nc1nncs1)c1ccccc1)S(=O)(=O)c1ccccc1 (stereo unspecified)	-2.4
82	CCOc1ccc(N=CC2=C(O)CC(C)(C)CC2=O)cc1	-0.13
83	CCn1c(SCC(=O)N/N=C/C(C)=C/c2ccco2)nnc1-c1ccccc1	-0.044
84	CC1(O)C(=O)C=C2C=C(C3CC3)OC=C2C1=O (stereo unspecified)	-0.74
85	COc1ccccc1NC(=O)C1CCCN(S(=O)(=O)c2cccc3nsnc23)C1 (stereo unspecified)	-0.062
86	Clc1ccc(-n2c(SC/C=C/c3ccccc3)nnc2-c2cccnc2)cc1	-0.25
87	CC(Nc1nc(-c2ccc(F)cc2)cs1)c1nc2cc(Cl)c(Cl)cc2n1CCOCCO (stereo unspecified)	-0.021
88	Cc1cc(C(C)(C)C)oc1C(=O)N(CC(=O)NC1CCCC1)Cc1ccc(F)cc1	-1.3
89	O=C(COc1ccccc1)Nc1ccc(-c2nnc(-c3ccco3)o2)cc1	0.36
90	CCC(=O)N1CCc2cc(S(=O)(=O)NC(CC(C)C)C(=O)N3CCc4ccccc43)ccc21 (stereo unspecified)	-0.5
91	Cc1ccc(C(=O)NCc2ccco2)cc1Br	-1.7
92	COc1ccc(OC)c(C(=O)c2coc3ccc(OC)cc23)c1	-3.6*
93	CN(C)/C(CN1CCOCC1)=C1\N=C(c2ccccc2)OC1=O	0.49
94	COc1cc2c(cc1OC)CN(C(=O)c1cc(S(=O)(=O)N3CCOCC3)ccc1Cl)CC2	2
95	Clc1ccc(-c2nc3n(n2)Cc2ccccc2-3)cc1	0.88
96	CCc1nnc(NS(=O)(=O)c2ccc(N/C=C\C(=O)c3ccc(C)cc3)cc2)s1	-0.13
97	CC(=O)c1c(N2CCCCC2)nc(=S)n(Cc2ccccc2)c1C	-0.086
98	Cn1c(=O)[nH]c(=O)c2c1nc(CN1CCOCC1)n2Cc1ccc(F)cc1	0.74
99	O=C(CN1C(=O)S/C(=C/c2cccs2)C1=O)N1CCOCC1	-1.9
100	Cc1ccc(-c2nnc(N(C)C(=O)c3ccncc3)s2)cn1	0.64
101	Cc1ccnc(N2CCCC(C(=O)Nc3nnc(C)s3)C2)n1 (stereo unspecified)	-0.00078
102	CCOc1cc(C(c2c(C)[nH][nH]c2=O)c2c(C)[nH][nH]c2=O)ccc1OC(=O)c1cccc([N+](=O)[O-])c1	0.035
103	COc1cccc(OCCSc2nc(N)cc(N)n2)c1	-0.99
104	O=C(C1=C[C@H](C2CC2)C[C@H](OCCCCO)O1)N1CCN(Cc2ccccc2)CC1	0.26
105	O=C(N/N=C\c1cccc(Br)c1)c1ccccc1-n1cccc1	-6.5*
106	O=C(NC1CCCCC1)n1c(=O)oc2cc(S(=O)(=O)N3CCCCC3)ccc21	0.044
107	O=C(Nc1nnc(SCc2ccccc2)s1)c1ccco1	-0.33
108	O=C(CC(NS(=O)(=O)c1ccc(Cl)cc1)c1ccco1)NC1CCCC1 (stereo unspecified)	-0.65
109	O=S(=O)(NC1CC2CCC1C2)c1ccc2c(c1)OCCO2 (stereo unspecified)	-0.98
110	CCCSc1nnc(Cn2c(=O)sc3ccccc32)n1C	-0.15
111	CS(=O)(=O)N1CCN(C(=O)Cc2ccccc2)CC1	0.063
112	O=C(CNS(=O)(=O)c1ccc(Br)s1)N1CCCC1	-0.79
113	Cc1ccc(NC(=O)CCC(=O)OCCCC(F)(F)C(F)(F)F)cc1	-1.7
114	C=CCn1c(CCNC(=O)c2ccccc2F)nnc1SCc1nc2ccccc2c(=O)[nH]1	0.13
115	N#Cc1cc2ccccc2nc1SCc1cccnc1	-1.2
116	COc1cc(/C=C2\S/C(=N/S(=O)(=O)c3ccccc3)NC2=O)c([N+](=O)[O-])cc1OC	-2.6
117	CCOC(=O)Cc1csc(NC(=O)c2c(-c3ccccc3)noc2C)n1	0.081
118	O=C(O)c1cc(NC(=O)C2CCCO2)cc(NC(=O)C2CCCO2)c1 (stereo unspecified)	0.6
119	COc1ccc(Nc2nnc(SCC(=O)c3cc(C)n(CC4CCCO4)c3C)s2)cc1 (stereo unspecified)	-4.3
120	Cc1nc2ccccc2c2oc(C(=O)NCCCN3CCCC3=O)cc12	0.55

# Continued.
No.	compound	Cav3 T inh
121	C/C(=N\NS(=O)(=O)c1ccc(Cl)c([N+](=O)[O-])c1)c1ccc(C)o1	0.88
122	N#CC1=C(N)Oc2c(ccc3ccccc23)C1c1cccs1 (stereo unspecified)	-2.7
123	Cc1cc2ccccc2c(=O)n1CC(=O)Nc1ccc2c(c1)OCCO2	0.023
124	C#Cc1ccc([C@H]2C=C(C(=O)N3CCOCC3)O[C@@H](OCC)[C@@H]2CCCO)cc1	1.4
125	COc1ccc(-c2cc(C#N)nc(N3CCN(c4ccccc4)CC3)n2)cc1	-1.3
126	O=C(Nc1cccc(C(F)(F)F)c1)C1CCCN(c2ncccn2)C1 (stereo unspecified)	-2.2
127	CC(C)(C)n1ncc2c(=O)n(CC(=O)Nc3ccc4c(c3)OCCO4)cnc21	-1.9
128	CCC(C)NC(=O)c1cn(C)c(=O)c2cc(OC)c(OC)cc12 (stereo unspecified)	0.49
129	CC1(C)Cc2ccccc2-c2nnc(SCc3ccc(C#N)cc3)n21	-1.4
130	COC(=O)c1nn(-c2ccccc2)c(Cl)c1/C=N/OCc1ccc(C)cc1	-1.7
131	Cc1ccc(CN2C(=O)CCC2C(=O)NCc2cccnc2)cc1 (stereo unspecified)	-0.013
132	CN(C(=O)C12CC3CC(CC(C3)C1)C2)C1CCS(=O)(=O)C1 (stereo unspecified)	-1.2
133	COc1ccc2cc(CN(CC3COCCO3)S(=O)(=O)c3ccccc3)c(=O)[nH]c2c1 (stereo unspecified)	0.6
134	CCC1=C/C(=C\c2ccc3c(c2)OCO3)C(=O)S1	0.47
135	CC(C)OC(=O)c1cc2c(ccn2C)n1CC(=O)N1CCC(Cc2ccccc2)CC1	-7.9*
